# Source: PubChem BioAssay (National Center for Advancing Translational Sciences (NCATS))
# CHX counter = counter-screen for Shiga toxin inhibitors: cycloheximide protein synthesis inhibition. cell reporter, cycloheximide protein synthesis inhibition counterscreen. max response, %. hit rate 12% among 300,000. AID 2314; in the data active means max response mostly above about 13%, no sharp cut-off; inactive means mostly below about 14%; further: read at 38.3 µM for the half of the compounds with a filed dose; 0% is about no effect
# LmPK inhibitor = inhibitors of Leishmania mexicana pyruvate kinase; hit rate 0.37% among 290,000; purified LmPK, Kinase-Glo ATP luminescence, 1 h; Potency, µM (top dose mostly 57.5 µM), without a hit: top-dose activity change, negative = inhibition, hits mostly inhibitors; further: potency means the concentration at half of the fitted maximal effect; on the % scale 0 is the no-effect control and ±100 the full control effect
# Target sequence (Q27686 whole entry, looked up): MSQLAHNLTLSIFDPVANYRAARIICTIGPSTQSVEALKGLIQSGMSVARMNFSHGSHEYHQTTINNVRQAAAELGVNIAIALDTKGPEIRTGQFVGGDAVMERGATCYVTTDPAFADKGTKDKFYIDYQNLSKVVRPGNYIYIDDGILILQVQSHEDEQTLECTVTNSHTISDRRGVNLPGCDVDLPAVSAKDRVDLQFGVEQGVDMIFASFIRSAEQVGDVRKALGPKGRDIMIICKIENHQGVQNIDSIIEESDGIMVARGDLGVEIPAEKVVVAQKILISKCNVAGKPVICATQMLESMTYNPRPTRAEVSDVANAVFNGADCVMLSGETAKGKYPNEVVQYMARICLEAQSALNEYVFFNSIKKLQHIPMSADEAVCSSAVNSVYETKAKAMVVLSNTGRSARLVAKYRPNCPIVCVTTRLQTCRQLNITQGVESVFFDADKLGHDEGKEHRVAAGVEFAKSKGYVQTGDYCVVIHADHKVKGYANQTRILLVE
#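 ATP generated from ADP (0.1 mM) and PEP (0.5 mM) by 0.1 nM LmPK over 1 h at room temperature (pH 7.2 imidazole buffer) was detected by coupled luciferase luminescence. Values were normalized to uninhibited and no-enzyme wells.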
# Tb PYK inh = T. brucei pyruvate kinase inhibition | Q57TT1 | Potency, µM (doses to about 76.8 µM), without a hit: at the top dose activity, negative = inhibition, usual class: inhibitors | hit rate 0.12% among 410,000 | TbPYK enzyme, Kinase-Glo Plus ATP luminescence, 45 min; further: potency means the concentration at half of the fitted maximal effect; on the % scale 0 is the no-effect control and ±100 the full control effect; nearly all actives have a fitted effect of over 50% in size
#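 Enzyme and substrate buffer are dispensed first and compound is pin-transferred. ADP at 130 uM final then starts the reaction, which runs 45 min at room temperature. Detection reagent is added for 10 min before luminescence is imaged.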
# AmpC no deterg = AmpC beta-lactamase inhibition without detergent; P00811; AmpC nitrocefin hydrolysis, absorbance 480 nm, 0.0001% Triton; Potency, µM (series often up to 57.1 µM), for the others: at the highest dose activity change, negative = inhibition, actives largely listed as inhibitors; hit rate 0.52% among 330,000; AID 485341;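 further: potency means the concentration at half of the fitted maximal effect; plate controls were no compound for no effect and no enzyme for full effect; nearly all actives have a fitted effect of over 20% in size; some results filed as inactive show a strong effect at the top dose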
# Target sequence (P00811 whole entry, looked up): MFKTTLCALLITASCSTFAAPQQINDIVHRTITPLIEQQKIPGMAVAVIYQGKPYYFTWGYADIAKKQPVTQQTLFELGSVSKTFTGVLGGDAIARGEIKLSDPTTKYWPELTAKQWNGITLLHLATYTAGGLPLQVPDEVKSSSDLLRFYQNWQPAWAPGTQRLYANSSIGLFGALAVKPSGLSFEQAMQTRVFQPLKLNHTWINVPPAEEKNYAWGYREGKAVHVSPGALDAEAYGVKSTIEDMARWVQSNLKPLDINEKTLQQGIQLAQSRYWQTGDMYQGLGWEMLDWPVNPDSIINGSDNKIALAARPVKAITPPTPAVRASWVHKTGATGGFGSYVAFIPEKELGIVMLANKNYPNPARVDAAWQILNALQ
#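 AmpC (5.3 nM in the dispensed reagent) in 20 mM phosphate pH 7.0 with 0.01% (detergent screen) or 0.0001% Triton X-100 was preincubated with compounds for 15 min at room temperature. Nitrocefin was then added from an 800 uM solution, and hydrolysis was followed at 480 nm.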
# Shiga toxin inh = Shiga toxin inhibition. Vero cells, Shiga toxin protein synthesis inhibition reporter. inhibition, % at 38.7 µM. hit rate 9.2% among 290,000. AID 2315; in the data active means inhibition mostly above about 28%, no sharp cut-off; inactive means mostly below about 43%; further: 0% is about no effect
# Pf growth 48h = P. falciparum growth inhibition at 48 hours (one generation); P. falciparum luciferase growth in erythrocytes, 48 h; Potency, µM (series often up to 28.7 µM), without a hit: at the top dose activity change, negative = inhibition, actives largely listed as inhibitors; hit rate 5.9% among 310,000; AID 504832; further: potency means the concentration at half of the fitted maximal effect; on the % scale 0 is the no-effect control and ±100 the full control effect
#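 First compound was added to culture medium, then infected red cells at 0.1% parasitemia and 2% hematocrit (final). After incubation at 37 C under 5% CO2, luciferase detection reagent was dispensed and light output recorded.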
# Pf growth 96h = inhibits malaria parasite growth, 96 h; P. falciparum luciferase reporter growth, 96 h; Potency, µM (top dose mostly 28.7 µM), for the others: at the top dose activity change, negative = inhibition, actives largely listed as inhibitors; hit rate 6.9% among 320,000; AID 504834; further: potency means the concentration at half of the fitted maximal effect; on the % scale 0 is the no-effect control and ±100 the full control effect
#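 Cell-based qHTS: luciferase-tagged P. falciparum in erythrocytes (2% hematocrit, 0.05% parasitemia final) incubated with compounds for 96 hours, 37 C, 5% CO2; luciferase detection reagent then added and luminescence measured.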
# * hit, by the source's call; ? = inconclusive; . = no result given; [ ] = remark or other dose. Unless noted, the call rests on the fitted dose curve; in most records, active means well fitted curve in the direction sought with a large enough effect; inconclusive means small, poorly fitted or top-dose-only effect, or another doubt; inactive means no such curve, though single readings can be large; an effect the other way counts as inactive or inconclusive.
# Each structure is followed by: Tb PYK inh, LmPK inhibitor, AmpC no deterg, Pf growth 48h, Shiga toxin inh, Pf growth 96h, CHX counter
- CC(=O)c1ccc(NC(=O)c2ccc(C)c(S(=O)(=O)N3CCOCC3)c2)cc1
  -2%, -6%, -19%, ?, 28, 30%, 2
- COc1ccc(OCc2cc(C(=O)N(Cc3nccn3C)C(C)C)no2)c2ccccc12
  3%, 0%, 200%[activator], -15%, 47*, -3%, 43*
- O=C(NCC1CCCO1)c1ccccn1 (stereo not given)
  -1%, -5%, -11%, -9%, 12, -24%, -2
- Cc1cc(NC(=O)C(C)Oc2ccc(Cl)cc2Cl)no1 (stereo not given)
  -1%, -2%, -13%, 8%, 19, 1.7µM*, 3
- Cc1ccccc1Nc1nnc(SCC(=O)NCc2cccs2)s1
  1%, 0%, -14%, ?, -5, ?, -2
- O=C(COC(=O)C12CC3CC(CC(Br)(C3)C1)C2)Nc1cccnc1Cl
  0%, -1%, 0%, 2%, 19, 18%, 1
- COc1ccccc1N(C)S(=O)(=O)c1ccc(C(=O)Nc2nc(C)c(C(C)=O)s2)cc1
  -3%, ., -20%, 12µM*, ., ?, .
- COc1ccc(N(CC(=O)NCc2ccco2)C(=O)CCC(=O)Nc2ccccn2)cc1
  -1%, 6%, 7%, -4%, -3, ?, -2
- COc1cc(/C=N/NC(=O)c2cc(C34CC5CC(CC(C5)C3)C4)[nH]n2)ccc1O
  -2%, 1%, -30%, ?, 6, 12µM*, 2
- O=C(CN1C2CCCC1CC(NC(=O)C1CCCCC1)C2)Nc1ccccc1 (stereo not given)
  12%, -1%, 2%, ?, 8, -27%, 8
- O=C(C1CCCO1)N1CCN(C(=S)Nc2cccc(Cl)c2)CC1 (stereo not given)
  -1%, 0%, -14%, 9%, -2, 51%[activator], 3
- COc1ccc(C(=O)CSc2nnn(-c3cccc(NC(C)=O)c3)n2)cc1
  -3%, -1%, -13%, 16%, 73*, ?, 52*
- COc1cc(NC(=O)Cc2ccccc2)ccc1NC(=O)Cc1ccccc1
  -2%, -1%, -17%, -15%, -14, 11%, -3
- CN(C)S(=O)(=O)c1cccc(NC(=O)CCc2nc3cc(S(=O)(=O)N4CCOCC4)ccc3n2C)c1
  2%, ., ?, ?, ., ?, .
- Cc1cc(=O)n2c(C)n[nH]c2n1
  3%, -5%, -8%, 12%, 0, 0%, -1
- O=C1COc2ccc(C(=O)COC(=O)CNC(=O)c3ccccc3)cc2N1
  3%, 1%, -27%, 3%, -2, 0%, 6
- COC(=O)COc1ccc(S(=O)(=O)NCc2ccc3c(c2)OCO3)cc1
  1%, 5%, -12%, ?, ., 10%, 3
- COc1ccc(OC)c(S(=O)(=O)NCC(=O)O)c1
  -9%, 2%, -13%, 126%[activator], -5, 0%, -4
- CC1=C(CC(=O)c2ccc(Cl)cc2)C(=O)c2ccccc2C1=O
  -3%, 2%, -48%, 0.17µM*, 61*, ?, 27*
- OCCC1CN(C/C(Cl)=C/c2ccccc2)CCN1C1CCCC1 (stereo not given)
  7%, 1%, 21%, ?, -20, ?, -2
- CC(Sc1ccc(Cl)cc1)C(=O)NNC(=O)c1csc(N2CCOCC2)n1 (stereo not given)
  3%, -13%, 0%, 6%, -29, 8%, 7
- Cc1cc(C2C(=O)CC(=O)CC2c2ccccc2)on1 (stereo not given)
  3%, 1%, -11%, -12%, -7, ., 2
- COc1ccc(NC(=O)CC2C(=O)N(c3ccccc3)C(=O)N2CCc2cccs2)cc1 (stereo not given)
  5%, 2%, -24%, -3%, -7, ?, -5
- S=C(Nc1ccc2c(c1)OCO2)Nc1ccccc1Cl
  0%, -3%, -32%, 142%[activator], 35*, 53%[activator], 24*
- COc1ccc(CNC(=O)COc2ccc(S(=O)(=O)N3CCOCC3)cc2C)cc1
  -8%, 1%, 41%, 0%, -2, ?, -10
- COc1cccc(-n2c(=O)c3sccc3n(CC(=O)NC3CCCC3)c2=O)c1
  -5%, 0%, -5%, 14%, -13, -10%, -5
- O=C1C(Cl)=C(Nc2ccccc2O)C(=O)N1CCc1ccccc1
  -7%, -2%, -21%, 11%, 12, -11%, 30*
- CN(C)CCOC(=O)C12CC3CC(CC(C3)C1)C2
  -2%, 1%, -3%, ., -18, 59%[activator], -4
- Cc1cc(=O)cc(C)n1-c1ccccc1N
  0%, -5%, -16%, 1%, -4, 1%, -3
- O=C(CSc1nnc(NC2CCCCC2)s1)NC1CCS(=O)(=O)C1 (stereo not given)
  -6%, 6%, -4%, -3%, 20, ?, -4
- CCCC(O)C(CC)CO (stereo not given)
  0%, ., ., 5%, ., 0%, .
- Cc1cccc(Oc2ccc(NS(=O)(=O)c3ccc(C)c(C(=O)O)c3)cc2)c1
  -2%, ., -21%, -16%, ., -9%, .
- CC(=O)N1Cc2ccccc2C(C)CC12CCCC2 (stereo not given)
  -5%, -4%, -5%, -2%, 27, 43%[activator], 0
- O=C1/C(=C\c2cccs2)N=C(c2cccs2)N1Nc1ccccc1
  7%, 2%, -5%, 4%, 52, ., 14
- CC1Cc2nc(SCC(=O)Nc3nccs3)n(Cc3ccccc3)c(=O)c2S1 (stereo not given)
  -5%, 4%, -31%, 3.3µM*, -8, 1.5µM*, 1
- CCOc1ccc2c(=O)c(-c3ccc4c(c3)OCCCO4)c(C)oc2c1
  4%, 2%, -5%, 5%, 12, ?, 8
- O=C(Nc1nc(=O)c2ccccc2s1)c1ccc(Cl)cc1
  0%, -3%, -20%, 76%[activator], 34, 36%[activator], 19*
- COc1cc2c(cc1OC)C1(CCCC1)CNC2C (stereo not given)
  4%, -1%, -16%, -18%, -9, 20%, -5
- CCOc1ccc(OCCCCOc2ccccc2C(C)=O)cc1
  5%, -10%, -24%, -3%, -11, 6%, 0
- Cc1nnc(NC(=O)c2ccc3ccccc3n2)s1
  11%, 4%, -11%, 220%[activator], 110*, 108%[activator], 38*
- COc1cccc(NC(=S)N2CCC(NC(=O)C3CCCCC3)CC2)c1
  1%, 4%, -16%, -17%, -8, 37%[activator], -7
- COC(=O)C1=C(c2cccc(OCc3ccccc3)c2)C[C@@H]2CC[C@H]1N2C(=O)NCCOc1ccc(OC)cc1
  -6%, ., 18%, 7.4µM*, ., ?, .
- COc1ccc(C)cc1NC(=O)CSc1nnc(CC(=O)Nc2ccccc2F)n1C
  4%, 0%, 9%, -53%, -1, ?, 10
- COc1cccc(CNC(=O)C(=O)NCCC2CCCCN2S(=O)(=O)c2ccc(C)cc2)c1 (stereo not given)
  2%, ., -33%, ?, ., 10µM*, .
- COc1cc(N/C=C2\CC(=O)NC(C)=C2C#N)cc(OC)c1OC
  -9%, -4%, -25%, ?, -2, 22%, -2
- CCCn1c(=O)n(C)c(=O)c2c(SCC(=O)NCc3ccco3)nc(C3CC3)nc21
  -3%, -2%, -16%, ., -17, 4.1µM*, -3
- CCCCc1c(O)nc2ccccn2c1=O
  -8%, -3%, -11%, ?, -5, 12µM*, -2
- COC(=O)c1cccc2c1-c1ccccc1/C2=N\NC(N)=O
  -1%, 1%, -6%, 35%[activator], 15, ?, 10
- Cc1cccc(-n2c(SCC(=O)N(C)C3CCS(=O)(=O)C3)nc3ccccc3c2=O)c1C (stereo not given)
  -1%, ., 45%, ?, ., ?, .
- O=C(Nc1cc(SCCO)cc([N+](=O)[O-])c1)c1ccc(Br)o1
  -5%, 0%, -33%, ?, 6, ?, -3
- COc1cccc(CC(NC(C)=O)C(=O)NC2CCN(c3nnnn3-c3ccccc3)CC2)c1OC (stereo not given)
  1%, 4%, 50%, 13%, -10, -15%, -1
- CC(C)C(=O)Nc1ccc(C(=O)Nc2ccc(S(=O)(=O)N3CCOCC3)cc2)cc1
  2%, 0%, -13%, ?, -8, 260%[activator], -2
- CCOC(=O)C1(CCc2ccccc2)CCN(C2CCSCC2)CC1
  2%, -2%, -18%, 9%, 7, -17%, 1
- CCOC(=O)CSc1nnc(CNC(=O)c2ccco2)n1-c1ccc(F)cc1
  -1%, 4%, 19%, 50%[activator], -21, 2%, -2
- CCOc1ccccc1N(CC(=O)N1CCOCC1)S(=O)(=O)c1ccccc1
  0%, -1%, -3%, 2%, -3, ., -1
- Cc1csc(NC(=O)c2ccc(S(C)(=O)=O)cc2)n1
  4%, 3%, -19%, 348%[activator], 72*, 148%, 40*
- CN1CCN(c2ccccc2NC(=O)c2ccc(F)cc2)CC1
  2%, 4%, -14%, ?, -10, ?, -5
- CCOCCCNCC(=O)Nc1ccccc1N1CCOCC1
  7%, -3%, -5%, 6%, 17, ?, 1
- COc1cc2cc(CN(CCc3cccc(C)c3)C(=S)NCCCN(C)C)c(=O)[nH]c2cc1OC
  0%, 1%, 72%[activator], 13µM*, -9, 32%[activator], -2
- CC(C)(C)c1ccccc1NC(=O)c1ccco1
  3%, 5%, -8%, 22%, -15, 9%, -3

# Quoted at random: two entries already listed
# Each structure is followed by: Tb PYK inh, LmPK inhibitor, AmpC no deterg, Pf growth 48h, Shiga toxin inh, Pf growth 96h, CHX counter
- CC(C)C(=O)Nc1ccc(C(=O)Nc2ccc(S(=O)(=O)N3CCOCC3)cc2)cc1
  2%, 0%, -13%, ?, -8, 260%[activator], -2
- CCCCc1c(O)nc2ccccn2c1=O
  -8%, -3%, -11%, ?, -5, 12µM*, -2

# (listing goes on)
# Each structure is followed by: Tb PYK inh, LmPK inhibitor, AmpC no deterg, Pf growth 48h, Shiga toxin inh, Pf growth 96h, CHX counter
- Cc1cc(C)nc(Nc2nc(-c3ccccc3)cs2)n1
  -1%, -2%, 27%, 140%[activator], 73*, 92%[activator], 53*
- O=C(CCc1nnc(CCCCc2ccccc2)o1)N1CCCCC1CCO (stereo not given)
  5%, 6%, 60%, 0%, -7, -1%, -3
- CCCCNC(=O)N1CCN(Cc2ccc(F)cc2)CC1
  2%, -1%, 35%, 40%[activator], 2, 15%[5.75 µM], 8
- CN(C(=O)Cc1ccccc1)n1cnnc1
  6%, 1%, -13%, 4%, 3, 14%, -3
- O=C(COC(=O)C1CC(=O)N(c2ccc3c(c2)OCCO3)C1)Nc1ccc2c(c1)CCC2 (stereo not given)
  -10%, 2%, 21%, 29%, 33, -11%, 14
- O=C(c1ccc(S(=O)(=O)N2CCOCC2)cc1)N1CCN(C2=NS(=O)(=O)c3ccccc32)CC1
  0%, -1%, -38%, -2%, 4, ., 1
- O=C(Cc1ccccc1)NCC(=O)N/N=C/c1ccc(Cl)cc1
  -11%, 0%, -13%, -12%, 7, -9%, -3
- COC(=O)CSC1=C(C#N)C(c2ccc(C(C)C)cc2)CC(=O)N1 (stereo not given)
  -7%, 2%, -1%, ., -12, -24%, -8
- COc1ccc(C(=O)NCC(=O)OCC(=O)Nc2cc([N+](=O)[O-])ccc2F)cc1
  -1%, -2%, -58%, 22%, 15, 6%, -10
- CCCn1c(-c2cccc([N+](=O)[O-])c2)nc2c1c(=O)[nH]c(=O)n2Cc1ccccc1
  -7%, 4%, -20%, ?, -7, 5.2µM*, -1
- CN1CCN(CC(=O)Nc2c(C(=O)c3ccccc3)oc3ccccc23)CC1
  -2%, 6%, 103%[activator], ?, -12, -68%, -7
- COc1ccc(C(=O)CC(=O)C(=O)Nc2ccc(C)c(Cl)c2)cc1
  -4%, -3%, -59%, ., 29, 14%, 23*
